From PubChem BioAssay
PKA-R1A activ = activators of PKA-R1A holoenzyme, primary screen, biochemical, fluorescence polarization, Cy5-IP20, bovine R1A, mouse PKAc | cAMP-dependent protein kinase type I-alpha regulatory subunit (Bos taurus) + … | PKA-R1A dissociation; scaled: DMSO 0%, 113 µM cGMP 100% | activation, % at 11.4 µM | hit rate 0.083% among 340,000 | AID 504707, 2011;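 active means percent activation above the mean of all tested compounds plus 3 SD, cut at about 19% in these data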;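 further: higher means more PKAc released from R1A so a rise in polarization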
MOR-DOR inv ag = inverse agonists of MOR-DOR heterodimerization, primary screen, cell-based, luminescence. cell-based MOR-DOR heterodimer luminescence, inverse agonism. Mu-type opioid receptor (Homo sapiens) + Delta-type opioid receptor (Homo sapiens), …. AID 504357, 2011. hit rate 0.21% among 340,000. inhibition, % at 9.3 µM; in the data active means inhibition above about 22%, passing the limit was not always enough;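 further: 0% = cells with DMSO and 100% = wells without cells with DMSO; values of inactives mirror those of a sister screen read the other way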
SUMO Mot1 rescue = yeast Mot1-301 growth rescue at high temperature, primary screen, SUMOylation pathway inhibitor project, S. cerevisiae, ATP luminescence, 38.5C; AID 2716, 2010; growth rescue, % at 18.8 µM; hit rate 1% among 320,000; S. cerevisiae Mot1-301 growth rescue; percent above DMSO median, 100 means doubled;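 active means every valid replicate shows activation above 250% relative to neutral control wells; inactive means the rest, any valid replicate at or below 250%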;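 further: OY570 slx delta 5 strain wells were the positive control but not used for scaling; some compounds called inactive have numbers as strong as hits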
HTR5A inv ctr = HTR5A inverse agonists in luminescence cell assay, primary screen, counter-screen for OPRM1-OPRD1 heterodimer inverse agonist project, full-deck HTS; hit rate 0.083% among 340,000; HTR5A cell line, inverse agonism; inhibition, % at 9.3 µM; in the data active means inhibition mostly above about 23%, no sharp cut-off; inactive means mostly below about 18%;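 further: 0% = cells with DMSO and 100% = no-cell wells with DMSO; some compounds called inactive have numbers as strong as hits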
Target sequence (P47898 whole entry, looked up): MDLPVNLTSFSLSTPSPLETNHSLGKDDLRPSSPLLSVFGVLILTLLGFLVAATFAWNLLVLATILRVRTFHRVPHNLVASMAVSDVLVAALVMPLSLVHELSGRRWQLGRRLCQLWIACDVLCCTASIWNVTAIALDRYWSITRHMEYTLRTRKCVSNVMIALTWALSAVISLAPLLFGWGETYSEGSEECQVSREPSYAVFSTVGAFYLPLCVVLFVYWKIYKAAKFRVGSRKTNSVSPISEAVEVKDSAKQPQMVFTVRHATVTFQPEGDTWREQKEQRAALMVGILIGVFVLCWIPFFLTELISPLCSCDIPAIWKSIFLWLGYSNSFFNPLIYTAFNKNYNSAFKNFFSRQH
Ecoli viability = E. coli V3065 growth inhibition, primary screen, counter-screen for AddAB inhibitor project, absorbance, OD600. 18 h. inhibition, % at 11.9 µM. hit rate 0.27% among 330,000;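 active means inhibition above the campaign's mean inhibition across all tested compounds plus 3 SD, cut at about 9.9% in these data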;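 further: uninfected addAB+ strain grown without phage in ampicillin broth; 0% = DMSO wells and 100% = ciprofloxacin 0.95 µg/ml wells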
AddAB inh = growth inhibition of E. coli expressing H. pylori AddAB, primary screen, AddAB inhibitor project, absorbance. inhibition, % at 11.9 µM. hit rate 0.29% among 330,000. AID 435030, 2010; in the data active means inhibition above about 12%;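 further: 0% = vehicle wells of infected cells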
DSG3 Ab inh = inhibitors of pemphigus antibody binding to DSG3, primary screen, biochemical, bead-based, flow cytometry, scFv-GFP; Desmoglein-3 (Homo sapiens), P32926; DSG3-coupled beads, scFv-anti-DSG3-GFP binding; hits give low values; binding (percent of control), % at 10 µM; hit rate 0.48% among 310,000; AID 588358, 2011;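 active means binding more than 3 SD below its plate's average and above zero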;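 further: hits lower antibody fragment binding to DSG3; some compounds called inactive have numbers as strong as hits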
HTR5A ag = HTR5A agonists in luminescence cell assay, primary screen, counter-screen for OPRM1-OPRD1 heterodimer agonist project, full-deck HTS; 5-hydroxytryptamine receptor 5A (Homo sapiens), P47898; cell-based; activation, % at 9.3 µM; hit rate 0.61% among 340,000; in the data active means activation mostly above about 9.5%, no sharp cut-off; inactive means mostly below about 7.6%;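 further: 0% = cells with vehicle only and 100% = reference agonist; strong numbers were not always called active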
MOR-DOR ag = agonists of OPRM1-OPRD1 heterodimerization, primary screen, cell-based, luminescence | hit rate 0.3% among 340,000 | AID 504326, 2011 | cells | activation, % at 9.3 µM | Mu-type opioid receptor (Homo sapiens) + Delta-type opioid receptor (Homo sapiens), …; in the data active means activation above about 18%;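 further: 0% = vehicle-treated cells and 100% = reference agonist; values of inactives mirror those of a sister screen read the other way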
PfHsp90 set2 = growth inhibition of PfHsp90-expressing yeast, primary screen, antimalarial PfHsp90 inhibitor project, S. cerevisiae, BacTiter-Glo luminescence, single point, set 2; BacTiter-Glo ATP, 48 h; yeast lacking PDR1 and PDR3 efflux regulators; inhibition, % at 9.4 µM; hit rate 0.32% among 310,000;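 active means every replicate shows inhibition above about 80%, whatever the replicate mean, limit read from the data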;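 further: 0% = DMSO neutral controls and 100% = 20 µM radicicol positive controls; yeast relying on Plasmodium falciparum Hsp90 in place of its own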
phage Ecoli inh = growth loss of phage-infected E. coli, primary screen, RecBCD inhibitor project, absorbance, with phage, HTS; inhibition, % at 11.9 µM; hit rate 0.26% among 360,000; in the data active means inhibition above about 11%
* marks the source's active call; other numbers are inactive results; nt = not tested or not shown; & = joins results of further samples. Some of the compounds tested; count on the stated rates, not on these rows.

| entry | Structure | PKA-R1A activ | MOR-DOR inv ag | SUMO Mot1 rescue | HTR5A inv ctr | Ecoli viability | AddAB inh |
| --- | --- | --- | --- | --- | --- | --- | --- |
| 1 | CC(C)Cc1ccc(C(C)C(=O)O)cc1 (centres undefined) | -7.5 | 16.0 | 92.7 | -28.2 | -1.4 | 0.6 |
| 2 | CC1=NN(c2ccccc2)C(=O)C1 | 6.8 | 11.7 | 47.1 | -13.4 | 2.1 | -1.1 |
| 3 | CC(=O)N1C[C@H](O)C[C@H]1C(=O)O | -0.8 | 8.8 | 10.6 | -7.3 | -0.9 | -0.4 |
| 4 | COc1c(O)cc2c(c1O)C1OC(CO)C(O)C(O)C1OC2=O (centres undefined) | -13.6 | 8.4 | -6.6 | -3.7 | 0.9 | 1.4 |
| 5 | CC(C)Cn1cnc2c1c(=O)n(C)c(=O)n2C | 4.3 | 4.6 | -34.0 | -12.7 | 0.5 | -0.4 |
| 6 | CCOc1ccc(S(=O)(=O)N2CCCCCC2)c2ccccc12 | -3.0 | -32.9 | 0.2 | -29.7 | 1.3 | -0.5 |
| 7 | COc1ccc(CN(CCN(C)C)c2ccccn2)cc1 | -15.0&14.2&4.5 | 15.2&3.6&-13.1 | -5.5&3.2 | -30.1&-1.9&-53.5 | 0.3&-0.5 | -2.1&3.4 |
| 8 | CCCn1ncc(CN2CCCC(C(=O)c3cccc(OC(C)C)c3)C2)c1C (centres undefined) | 2.1 | -22.4 | 341.7 | 6.2 | 0.0 | 1.2 |

| entry | DSG3 Ab inh | HTR5A ag | MOR-DOR ag | PfHsp90 set2 | phage Ecoli inh |
| --- | --- | --- | --- | --- | --- |
| 1 | 116.8 | 0.8 | -2.9 | -10.1 | 3.0 |
| 2 | 114.8 | 0.3 | -2.1 | -0.5 | 2.7 |
| 3 | 92.9 | 11.6 | -1.6 | -4.5 | 2.1 |
| 4 | 116.9 | -2.5 | -1.5 | 14.9 | 2.9 |
| 5 | 104.2 | 3.6 | -0.8 | 9.9 | 3.8 |
| 6 | 98.6 | 1.8 | 5.8 | 10.2 | 4.0 |
| 7 | 91.2&116.5 | 8.4&4.3&6.7 | -2.8&-0.7&2.4 | -19.0&-20.0&26.4 | 3.8&3.6&2.2 |
| 8 | 98.7 | -0.7 | 4.2 | -9.4 | 3.5 |

New compounds follow:
| entry | Structure | PKA-R1A activ | MOR-DOR inv ag | SUMO Mot1 rescue | HTR5A inv ctr | Ecoli viability | AddAB inh |
| --- | --- | --- | --- | --- | --- | --- | --- |
| 9 | CCCCCCCCO | 12.1 | -0.5 | -11.6 | -2.8 | -0.5 | 3.7 |
| 10 | O=C1N(c2ccccc2)c2ccccc2C1(Cc1ccncc1)Cc1ccncc1 | -3.7 | 10.1 | 4.3 | -12.6 | -0.4 | -2.9 |
| 11 | COc1ccccc1OCC(O)COC(N)=O (centres undefined) | -2.3 | 10.2 | 19.4 | 19.2 | -2.0 | -3.8 |
| 12 | Cc1coc2c1C(=O)C(=O)c1c-2ccc2c1CCCC2(C)C | -0.2 | -50.2 | 25.1 | 15.3 | -1.5 | 3.9 |
| 13 | Cc1cc(C)nc(/N=C(\N)Nc2ccc(S(N)(=O)=O)cc2)n1 | 14.3 | 2.6 | -5.6 | -6.1 | 1.8 | 2.8 |
| 14 | CN(C)CCCN1c2ccccc2Sc2ccccc21 | 1.1 | 6.6 | 89.2 | 0.1 | -0.5 | -1.4 |
| 15 | N=C(N=C(N)N)N1CCOCC1 | 1.0 | 10.5 | -2.2 | -33.2 | -1.6 | -2.5 |
| 16 | CC(=O)O[C@]1(C(C)=O)CC[C@H]2[C@@H]3C=C(Cl)C4=CC(=O)[C@@H]5C[C@@H]5[C@]4(C)[C@H]3CC[C@@]21C | -3.1&-0.9 | -2.2&17.1 | -3.4&13.1 | -11.7&-28.2 | 1.1&0.9 | 0.0&0.2 |

| entry | DSG3 Ab inh | HTR5A ag | MOR-DOR ag | PfHsp90 set2 | phage Ecoli inh |
| --- | --- | --- | --- | --- | --- |
| 9 | 101.4 | 0.7 | 0.1 | -17.5 | 2.7 |
| 10 | 96.8 | 5.2 | -1.8 | 0.4 | 1.3 |
| 11 | 108.8 | -0.9 | -1.8 | 4.5 | 4.1 |
| 12 | 98.0 | 8.0 | 9.9 | -76.5 | 3.2 |
| 13 | 101.1 | 2.3 | -0.5 | -17.6 | 4.8 |
| 14 | nt | 0.0 | -1.2 | 1.8 | 4.1 |
| 15 | 109.9 | 3.1 | -1.9 | -4.3 | 1.5 |
| 16 | 102.5&101.1 | 2.5&6.8 | 0.4&-3.2 | 6.5&17.2 | 4.1&4.4 |

In the list so far, five have nitrogen in an aromatic ring.
| entry | Structure | PKA-R1A activ | MOR-DOR inv ag | SUMO Mot1 rescue | HTR5A inv ctr | Ecoli viability | AddAB inh |
| --- | --- | --- | --- | --- | --- | --- | --- |
| 5 | CC(C)Cn1cnc2c1c(=O)n(C)c(=O)n2C | 4.3 | 4.6 | -34.0 | -12.7 | 0.5 | -0.4 |
| 7 | COc1ccc(CN(CCN(C)C)c2ccccn2)cc1 | -15.0&14.2&4.5 | 15.2&3.6&-13.1 | -5.5&3.2 | -30.1&-1.9&-53.5 | 0.3&-0.5 | -2.1&3.4 |
| 8 | CCCn1ncc(CN2CCCC(C(=O)c3cccc(OC(C)C)c3)C2)c1C (centres undefined) | 2.1 | -22.4 | 341.7 | 6.2 | 0.0 | 1.2 |
| 10 | O=C1N(c2ccccc2)c2ccccc2C1(Cc1ccncc1)Cc1ccncc1 | -3.7 | 10.1 | 4.3 | -12.6 | -0.4 | -2.9 |
| 13 | Cc1cc(C)nc(/N=C(\N)Nc2ccc(S(N)(=O)=O)cc2)n1 | 14.3 | 2.6 | -5.6 | -6.1 | 1.8 | 2.8 |

| entry | DSG3 Ab inh | HTR5A ag | MOR-DOR ag | PfHsp90 set2 | phage Ecoli inh |
| --- | --- | --- | --- | --- | --- |
| 5 | 104.2 | 3.6 | -0.8 | 9.9 | 3.8 |
| 7 | 91.2&116.5 | 8.4&4.3&6.7 | -2.8&-0.7&2.4 | -19.0&-20.0&26.4 | 3.8&3.6&2.2 |
| 8 | 98.7 | -0.7 | 4.2 | -9.4 | 3.5 |
| 10 | 96.8 | 5.2 | -1.8 | 0.4 | 1.3 |
| 13 | 101.1 | 2.3 | -0.5 | -17.6 | 4.8 |

An excerpt of these results, as labelled records:
11: COc1ccccc1OCC(O)COC(N)=O (centres undefined)
  PKA-R1A activ: -2.3; MOR-DOR inv ag: 10.2; SUMO Mot1 rescue: 19.4; HTR5A inv ctr: 19.2; Ecoli viability: -2.0; AddAB inh: -3.8; DSG3 Ab inh: 108.8; HTR5A ag: -0.9; MOR-DOR ag: -1.8; PfHsp90 set2: 4.5; phage Ecoli inh: 4.1

12: Cc1coc2c1C(=O)C(=O)c1c-2ccc2c1CCCC2(C)C
  PKA-R1A activ: -0.2; MOR-DOR inv ag: -50.2; SUMO Mot1 rescue: 25.1; HTR5A inv ctr: 15.3; Ecoli viability: -1.5; AddAB inh: 3.9; DSG3 Ab inh: 98.0; HTR5A ag: 8.0; MOR-DOR ag: 9.9; PfHsp90 set2: -76.5; phage Ecoli inh: 3.2
